Bioassay records deposited in PubChem by Broad Institute.
esBAF inh – SWI/SNF esBAF complex inhibition; mouse ES cells, Bmi1-luciferase knock-in reporter, 24 h; 100% = twice the neutral-well signal; AID 602393; reporter increase, % at 12.5 µM; hit rate 2% among 350,000; in the data active = activation above about 40%; inconclusive = no clear call, values can overlap the other calls;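 also: 0% = median of the plate's neutral control wells and 100% = double that signal; a rise in the Bmi1 reporter signal indicates esBAF inhibition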
miR122 inh – blocks miR-122 activity in Huh7 sensor cells; hit rate 0.3% among 340,000; Huh7 miR-122 Renilla luciferase sensor, 48 h; neutral wells = 0, positive control = 100; AID 602342; activation (reporter increase), % at 12.5 µM;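 active = mean replicate activation score at least 90 and every replicate individually at or above 90; inconclusive = only one of the two criteria met; inactive = neither criterion met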;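 also: higher luciferase means less miR-122 activity so hits act as miR-122 inhibitors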
Statin myotox sup – protects C2C12 myotubes from simvastatin toxicity; ATP luminescence, 48 h; scaled: DMSO 0, geranylgeraniol control 100; rescue of ATP level, % at 7.49 µM; hit rate 0.78% among 330,000;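 active = mean ATP rescue above about 67%, or every replicate alone reaching that limit, limit read from the data, passing the limit was not always enough; inconclusive = no clear call, values can overlap the other calls; inactive = mean under the limit and some replicate under it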;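 also: myotubes were challenged with 10 µM simvastatin during compound exposure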
ARNT TACC3 PPI – ARNT/TACC3 interaction disruption | AlphaScreen His-ARNT PAS-B/GST-TACC3 binding, luminescence; TACC3 fragment carries E629A point mutation | hit rate 0.66% among 390,000 | Q9Y6A5 | inhibition, % at 9.99 µM | AID 623870;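 active = mean inhibition of replicates at least 50% and at least half of replicates each reaching 50%; inconclusive = half or more replicates reach 50% but mean below 50%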;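 also: 0% = complete ARNT plus TACC3 wells and 100% = ARNT alone without TACC3; many hits fall short of the cut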
SIRT5 block – blocks human SIRT5 desuccinylation of peptide; Purified SirT5, succinyl-peptide AMC, trypsin-coupled fluorescence; hit rate 1.1% among 330,000; inhibition, % at 15 µM; Q9NXA8; in the data active = inhibition above about 15%; inconclusive = no clear call, values can overlap the other calls
Target sequence (Q9NXA8 whole entry, looked up): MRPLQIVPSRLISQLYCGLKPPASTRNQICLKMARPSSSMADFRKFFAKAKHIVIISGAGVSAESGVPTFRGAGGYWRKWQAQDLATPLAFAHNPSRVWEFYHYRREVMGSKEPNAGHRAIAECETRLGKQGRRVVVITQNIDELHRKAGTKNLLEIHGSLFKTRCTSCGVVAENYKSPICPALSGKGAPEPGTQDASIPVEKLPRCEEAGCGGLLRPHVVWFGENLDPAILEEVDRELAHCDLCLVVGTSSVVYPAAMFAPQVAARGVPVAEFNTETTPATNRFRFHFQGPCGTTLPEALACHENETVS
ERp5 block – inhibitors of human ERp5; Q15084; ERp5 insulin aggregation, absorbance 650 nm, 90 min; inhibition, % at 9.99 µM; hit rate 0.05% among 350,000;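 active = mean replicate inhibition above about 25%, with every replicate also reaching it, limit read from the data, passing the limit was not always enough; inconclusive = only one of those two criteria met; inactive = neither criterion met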
Target sequence (Q15084 whole entry, looked up): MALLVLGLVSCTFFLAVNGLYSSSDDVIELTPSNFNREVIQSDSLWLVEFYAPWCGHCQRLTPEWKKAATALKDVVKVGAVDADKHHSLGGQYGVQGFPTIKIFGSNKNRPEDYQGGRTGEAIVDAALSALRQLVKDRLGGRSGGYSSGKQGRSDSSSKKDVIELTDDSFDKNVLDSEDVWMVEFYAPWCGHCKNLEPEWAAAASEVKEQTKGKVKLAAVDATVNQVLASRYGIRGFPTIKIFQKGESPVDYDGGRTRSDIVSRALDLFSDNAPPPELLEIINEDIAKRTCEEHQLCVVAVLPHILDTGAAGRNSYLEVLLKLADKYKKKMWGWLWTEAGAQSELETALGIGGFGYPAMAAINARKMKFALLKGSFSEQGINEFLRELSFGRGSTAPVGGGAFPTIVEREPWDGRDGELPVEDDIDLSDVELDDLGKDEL
Cneo AK release – Cryptococcus neoformans lysis via adenylate kinase release; lysis activity, % at 15 µM; C. neoformans lysis, adenylate kinase release luminescence, 4 h; normalised: neutral wells 0, clomiphene wells 100; hit rate 0.2% among 360,000; AID 651654;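 active = mean lysis activity across replicates of at least 80%, whatever share of replicates individually reach that level; inactive = mean lysis activity below 80%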
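Schedule: static 4 h at 37 °C with compound, 1 h detection; system: C. neoformans cells; benchmarks: Clomiphene as positive control; buffer or medium: fresh YPD medium; measure: luminescence rise reflecting yeast cell lysis; measured by: luminescent adenylate kinase detection reagent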
The depositor's hits bear a star; ? = inconclusive; · = not tested or not shown; & = joins results of further samples; [ ] = another dose, or the depositor's remark.

SMILES | esBAF inh | miR122 inh | Statin myotox sup | ARNT TACC3 PPI | SIRT5 block | ERp5 block | Cneo AK release
C[C@@H]1CN([C@@H](C)CO)C(=O)c2cc(Br)cnc2O[C@@H]1CN(C)Cc1ccccn1 | 2&-6 | -1&-8[16.7 µM] | -2 | 1&8 | -2&-2&0 | 0&9&2 | -3&1
O=C(NCc1ccccc1Cl)C1CCCN(S(=O)(=O)c2cnc[nH]2)C1 (stereo not drawn) | 0 | -4 | -8 | -5 | · | -9 | -2
Cc1ccc(NC(=O)CN2C(=O)CSC2=O)cc1 | -5 | 5 | · | 5 | · | · | -2
CCCNC(=O)C[C@H]1CC[C@@H]2[C@@H](COc3ccc(NC(=O)CC)cc3C(=O)N2C)O1 | -1 | -2[16.7 µM] | -3 | -4 | 3 | 11 | -2
Nc1ccn([C@@H]2O[C@H](C(=O)N[C@H](CO)c3ccccc3)[C@@H](O)[C@H]2O)c(=O)n1 | 0 | -4 | -7 | · | -9 | 11 | -2
Cc1cc(C(F)(F)F)nc(SCCN2CCOCC2)c1C#N | -3 | 1 | -2 | 4 | 2 | -5 | 1
C[C@H]1CN([C@@H](C)CO)C(=O)Cc2cc(NC(=O)CCCN(C)C)ccc2O[C@H]1CN(C)S(=O)(=O)c1ccc(Cl)cc1 | 1 | -9[16.7 µM] | -15 | -8 | -4 | 1 | -2
O=C(Cc1ccncc1)NCC[C@H]1CC[C@H](NC(=O)Nc2ccc(Cl)cc2)[C@H](CO)O1 | -2 | · | -2 | -16 | 1 | 0 | 10
Cn1c(=O)c(C(=O)NCCCc2ccccc2)c(O)c2ccccc21 | 4 | 1 | 8 | -4 | 1 | -2 | -9
O=C(Nc1c(C(=O)N2CCCCC2)cnn1-c1ccccc1)c1ccccc1 | 3 | 2 | 24 | -19 | -1 | 2 | 0
CSc1ccccc1OCc1cc(C(=O)NCCN2CCCc3ccccc32)no1 | · | · | · | 4 | 0 | -10 | ·
C=CCc1c(C)nc2c(C(=O)O)cnn2c1C | · | 5 | · | 3 | 7 | 1 | ·
Nc1nc2n(n1)C(c1ccco1)CC(c1ccc(Cl)c(Cl)c1)N2 (stereo not drawn) | 3 | 15 | 5 | 37 | · | · | -1
Cc1cc(CNC(=O)C2CCC(=O)N(Cc3ccccc3F)C2)nn1C (stereo not drawn) | · | · | · | -3 | -2 | -2 | 18
O=C(NN1C(=O)CSC1=S)C(=O)NN1C(=O)CSC1=S | 2 | -1 | -5 | 59* | 50* | 4 | 0
O=C(c1ccco1)N1CCN(Cc2nc3ccc([N+](=O)[O-])cc3c(=O)n2-c2ccccc2F)CC1 | -6 | -8 | -35 | 18 | · | · | 1
CCC(C)(C)NC(=O)C(c1ccc(OC)cc1)N(Cc1ccc(OC)cc1)C(=O)CCC(=O)Nc1cc(C)on1 (stereo not drawn) | -3 | -4 | 26 | -1 | -1 | -1 | 1
CCNS(=O)(=O)c1ccc(CCC(=O)Nc2ccccc2)cc1 | · | · | · | -9 | -2 | -4 | ·
CCOC(=O)C1CCN(C(=O)COC(=O)/C=C/c2ccccc2)CC1 | -13 | -6 | 6 | · | -8 | 5 | 0
CC1CCCC(C)N1S(=O)(=O)c1ccc(S(=O)(=O)NCCc2ccncc2)cc1 (stereo not drawn) | 4 | 63 | 7 | -2 | -25 | 3 | 1
CNC(=O)C[C@@H]1CC[C@@H]2[C@@H](COc3ccc(NC(=O)Nc4ccc(F)cc4)cc3C(=O)N2C)O1 | 0 | -6[16.7 µM] | -2 | -8 | -1 | 4 | -3
O=C(c1cccs1)N1N=C(c2ccccc2)CC1c1ccccc1 (stereo not drawn) | -2 | -7 | 38 | -5 | -1 | 1 | 1
COc1ccc(NC(=O)CCN2CCCC2)c(OC)c1 | -1 | -1 | -7 | 2 | · | · | 10
CCn1c(SCC(=O)Nc2nonc2C)nnc1-c1ccco1 | -4 | -2 | -7 | -1 | · | · | -4
CCOC(=O)C1(Cc2ccccc2)CCN(Cc2cccc(OC)c2O)CC1 | -3 | · | 3 | 2 | -4 | 2 | 0
COc1ccc(S(=O)(=O)Nc2ccc3c(c2)C(=O)N([C@@H](C)CO)C[C@H](C)[C@H](CN(C)C(=O)C2CCCCC2)OCCCC[C@@H](C)O3)cc1 | -1 | -8[16.7 µM] | · | -2 | · | 2 | 1
C[C@@H]1CN([C@@H](C)CO)C(=O)c2cc(N(C)C)ccc2O[C@@H]1CN(C)C(=O)Nc1ccc(F)cc1 | -8 | ? | -43 | 2 | 3 | -6 | -4
CCOC(=O)C(NC(C)=O)(N1CCc2ccccc2C1)C(F)(F)F (stereo not drawn) | 0 | -7 | 2 | -1 | · | · | 2
CCOC(=O)Nc1c(C(=O)OC)[nH]c2cccc(OC)c12 | -4 | -4 | -1 | -2 | · | · | -1
C[C@@H]1CCCCO[C@@H](CN(C)S(=O)(=O)c2ccc(F)cc2)[C@@H](C)CN([C@@H](C)CO)C(=O)c2cc(NS(=O)(=O)c3ccc(F)cc3)ccc2O1 | 7 | 47[16.7 µM] | · | 5 | · | · | 104*
CN(C)c1ccc(N2C(=NC(=O)CC3CCCCC3)SC3CS(=O)(=O)CC32)cc1 (stereo not drawn) | -1 | -4 | -7 | -7 | 0 | · | -1
COc1ccc(CC(=O)NNS(=O)(=O)c2ccccc2[N+](=O)[O-])cc1 | 3 | 1 | 11 | -6 | -2 | 2 | 5
CCS(=O)(=O)N1CCN(c2ccc([N+](=O)[O-])c(NCc3ccccc3)c2)CC1 | -4 | -2 | -1 | 17 | · | · | 0
CC(=C1C(=O)c2ccccc2C1=O)N1CCc2ccccc2C1 | 8 | -1 | -5 | 1 | -2 | 1 | -1
C=CCN(C(=O)Nc1ccc(Cl)cc1)C1CC(=O)N(c2ccc(OC)cc2)C1=O (stereo not drawn) | -7 | 5 | -16 | 2 | · | · | -3
CCOCCn1c2ccccc2c2nc3ccccc3nc21 | 15 | -5 | -6 | -3 | -4 | 1 | -1
Cc1nc2ccccc2n1C(=O)c1ccccc1[N+](=O)[O-] | -2 | -4 | 3 | -4 | 0 | 8 | 1
CCc1ccc(CCC(=O)N2CCN(S(=O)(=O)c3sc(C(=O)O)c(C)c3C(=O)O)CC2)cc1 | 6 | 0 | 4 | 0 | -2 | 5 | 0
CN(C)S(=O)(=O)Oc1ccsc1C(=O)Nc1cccc(Cl)c1 | 6 | 5 | 1 | 1 | · | · | -4
COc1ccc(C2SCCN2S(=O)(=O)c2ccccc2)cc1OC (stereo not drawn) | -2 | -3 | · | -10 | · | · | 1
COc1ccc(CCN2CC3=C(C2=O)C(c2ccccc2)NC(=O)N3C)cc1OC (stereo not drawn) | 0 | 3 | 7 | 2 | · | · | 8
O=C(CNC(=O)c1cccc(Cl)c1)Nc1ccc(F)c(F)c1F | -6 | 40 | -1 | 13 | -4 | -2 | 0
Cc1ccc(S(=O)(=O)CCC(=O)NCc2ccccc2)cc1 | · | · | · | -11 | 1 | 6 | ·
COc1ccc(S(=O)(=O)NCCSc2ccccc2)cc1OC | -5 | 53 | 11 | 3 | · | · | 0
COc1ccc(NC(=S)Nc2ccc3nc(C)c(C)nc3c2)cc1 | 3 | 9 | -15 | 5 | · | · | 2
Cc1ccc2nc(N(CCCN(C)C)C(=O)COc3ccc(Cl)cc3)sc2c1 | · | · | · | -28 | 1 | 3 | ·
C[C@@H]1CN([C@H](C)CO)C(=O)Cc2cc(NS(=O)(=O)c3cn(C)cn3)ccc2O[C@H]1CN(C)Cc1ccc(-c2ccccc2)cc1 | 3 | 3[16.7 µM] | ? | · | -4 | -6 | ·
CCCN1[C@H](C(=O)OC)[C@@H](CO)[C@@H]2Cn3c(ccc(-c4ccc(F)cc4)c3=O)[C@@H]21 | -7 | -4[16.7 µM] | -4 | -4 | -9 | -2 | -4
O=C(CSc1nnc(COc2ccc(Cl)cc2)n1Cc1ccco1)N1CCNC1=O | · | -5 | -5 | -4 | -5 | 1 | 3
Cc1ccc(OCc2nnn(CC(=O)NS(=O)(=O)c3c(C)noc3C)c2-c2ccccc2)cc1 | 4 | -3 | 0 | · | · | -3 | -2

Structural class, those above with a thiophene ring, fused or not
SMILES | esBAF inh | miR122 inh | Statin myotox sup | ARNT TACC3 PPI | SIRT5 block | ERp5 block | Cneo AK release
O=C(c1cccs1)N1N=C(c2ccccc2)CC1c1ccccc1 (stereo not drawn) | -2 | -7 | 38 | -5 | -1 | 1 | 1
CCc1ccc(CCC(=O)N2CCN(S(=O)(=O)c3sc(C(=O)O)c(C)c3C(=O)O)CC2)cc1 | 6 | 0 | 4 | 0 | -2 | 5 | 0
CN(C)S(=O)(=O)Oc1ccsc1C(=O)Nc1cccc(Cl)c1 | 6 | 5 | 1 | 1 | · | · | -4

The list goes on:
SMILES | esBAF inh | miR122 inh | Statin myotox sup | ARNT TACC3 PPI | SIRT5 block | ERp5 block | Cneo AK release
FC(F)(F)c1cc(-c2ccco2)nc(N2CCN(c3ccccc3)CC2)n1 | 1 | 6 | -40 | 0 | · | · | 0
COCCn1c(=O)[nH]c2cc(C(=O)NCC3CCCO3)ccc2c1=O (stereo not drawn) | -2 | -6 | 6 | 14 | · | · | ·
CC(=O)Nc1ccc(S(=O)(=O)n2cnc3cc(C)c(C)cc32)cc1 | · | 0 | · | -25 | · | · | 3
Cc1cc(C)cc(C(=O)NC(CC(N)=O)c2ccc(N3CCC(N4CCCCC4)CC3)c([N+](=O)[O-])c2)c1 (stereo not drawn) | 4 | -6 | 8 | -6 | · | 4 | -1
Cc1ccc(CCNS(=O)(=O)c2ccc3c(c2)N(C)CCO3)cc1 | -3 | 42 | 19 | -1 | 1 | 10 | 0
COc1cc2c3c(c1)C(C)=CC(C)(C)N3C(=O)C2=O | · | 4 | · | 6 | 0 | -2 | ·
COc1ccc2c(c1)O/C(=C\c1ccco1)C2=O | 30 | -4 | 18 | 11 | -5 | -6 | -3
O=C1c2cccc3cccc(c23)C(=O)N1c1cccnc1 | 1 | -5 | 6 | -7 | -4 | -2 | ·
O=C(COc1ccc2ccc(=O)oc2c1)NCCCn1ccnc1 | -3 | -2 | 28 | 4 | -1 | 0 | -1
C/C(=N\NC(=O)c1nnn(-c2nonc2N)c1C(C)C)c1ccc2ccccc2c1 | 0 | -1 | -3 | -7 | -3 | -2 | -1
Cc1ccc2c(c1)sc1nc(=O)n(-c3ccc(Cl)c(Cl)c3)c(=O)n12 | 3 | -7 | -2 | 1 | · | · | -1
COc1ccc(N2CCN(C(=O)CCNC(=O)c3ccc(Br)cc3)CC2)cc1 | -3 | · | 7 | · | -3 | 0 | 0
C[C@H]1CN([C@@H](C)CO)C(=O)c2ccccc2-c2ccccc2CO[C@H]1CN(C)S(=O)(=O)c1cccc(F)c1 | 5 | · | · | -7 | -7 | 2 | -3
O=C(/C=C/c1c(F)cccc1Cl)c1ccc(O)cc1 | · | · | · | 1 | -2 | -1 | ·
CCOc1c(Br)cc(C2CC(=O)Nc3cc(OC)c(OC)cc32)cc1OC (stereo not drawn) | 7 | 19 | 2 | 3 | -1 | 0 | -2
Cn1ncc(Br)c1C(=O)N1CCc2ccccc21 | · | 9 | · | 3 | 1 | 6 | 2
O=C1[C@@H]2C(Cc3ccc(O)cc3)NC3(C(=O)Nc4ccc(F)cc43)[C@@H]2C(=O)N1c1ccccc1 (stereo partly drawn) | -2 | 2 | -3 | -8 | · | · | 1
COC(=O)C1=C(C)Nc2c(c(=O)n(C)c(=O)n2C)C1c1cccnc1 (stereo not drawn) | 1 | 0 | -9 | · | · | · | 6
Cn1c(SCC(=O)NCc2ccco2)nnc1-c1ccccc1 | -4 | -4 | 10 | -10 | · | · | -6
O=C(Nc1ccc2[nH]ccc2c1)c1cccs1 | 8 | -3 | -13 | 2 | -1 | 4 | -5
